Salmonella PhoP GFP – inhibitors of PhoP regulon expression, primary screen, Salmonella Typhimurium, GFP reporter (AID 1863). S. Typhimurium PhoP-regulated promoter GFP reporter, 4 h; higher % means a stronger effect. inhibition, % at 50 µM, or IC50 in µM where a hit was titrated. 0.16% of 300,000 active;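 active = inhibition over 29.93%, a cutoff 3 SD above the screen mean, later confirmed by dose response; inconclusive = inhibition over 29.93% but no dose response follow-up; inactive = inhibition at most 29.93% or unconfirmed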;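 also: 0% = low Mg2+ inducing control and 100% = high Mg2+ repressing control; strong numbers were not always called active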
Insulin prom up – MIN6 insulin promoter up-regulation; 0.3% of 190,000 active; z-score at 5 µM; AID 1625; MIN6 insulin promoter-GFP reporter, high-content imaging; hits give high values;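 active = z-score above 3 at 5 µM with at least 500 cells counted in the well; inconclusive = wells under 500 cells, flagged as cytotoxic or low count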
TNAP activation fold – human TNAP enzyme activators, primary screen, biochemical, luminescent, no phosphate acceptor, uHTS (AID 1001); purified TNAP, luminescent activation assay, no phosphate acceptor; higher activation fold means a stronger effect; one-dose activation fold at 20 µM; EC50 in µM for titrated hits; 0.03% of 200,000 active; in the data active = activation fold from about 3, or a potency from the dose series; inactive = the rest, 99 in 100 with activation fold below about 1.6; also: many of its hits are not listed in these tables
West Nile virus CPE – inhibition of WNV-induced cytopathic effect – cell-based, CPE readout (AID 1621). 0.02% of 290,000 active. CPE inhibition, % at 10 µM, or IC50 in µM where a hit was titrated. West Nile virus-infected cells, CPE inhibition; higher % means a stronger effect; in the data active = a potency from the dose series; inconclusive = CPE inhibition mostly from about 3.7% at the one dose, without a potency; inactive = the rest, 99 in 100 with CPE inhibition below about 2.2%; also: strong numbers were not always called active
SV40 large T antigen – SV40 large T antigen inhibitors, biochemical (AID 1903); SV40 large T antigen ATPase/helicase inhibition assay; higher % means a stronger effect; inhibition, % at 20 µM, or IC50 in µM where a hit was titrated; 0.39% of 310,000 active; in the data active = a potency from the dose series; inconclusive = inhibition mostly from about 32% at the one dose, without a potency; inactive = the rest, 99 in 100 with inhibition below about 32%; also: strong numbers were not always called active
RSV antiviral HEp-2 – inhibition of RSV-induced cytopathic effect – HEp-2 cells, primary 10 µM value included (AID 2391); 0.13% of 310,000 active; CPE inhibition, % at 10 µM, or IC50 in µM where a hit was titrated; HEp-2 cells, RSV-induced CPE inhibition; higher % means a stronger effect; in the data active = a potency from the dose series; inconclusive = CPE inhibition mostly from about 23% at the one dose, without a potency; inactive = the rest, 99 in 100 with CPE inhibition below about 21%; also: strong numbers were not always called active
human PMI inhibitors – human PMI inhibitors, high substrate, primary screen, biochemical, fluorescence intensity, high mannose 6-phosphate (AID 1220) | recombinant PMI enzyme, coupled fluorescence intensity; higher % means a stronger effect | 0.66% of 190,000 active | inhibition, % at 20 µM; hits with a dose series show IC50 in µM
ER stress rescue – rescue of cells from ER stress-induced death, primary screen, 384-well, CSM14.1, thapsigargin, ATP luminescence (AID 1222); CSM14.1 thapsigargin-induced death rescue, ATP luminescence; higher % means a stronger effect; cellular ATP content (survival), % at 20 µM; hits with a dose series show EC50 in µM; 190,000 tested, under 10 active;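 active = EC50 below 50 µM in the dose-response confirmation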;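 also: death triggered by thapsigargin at about 15 µM added after 2 h compound pretreatment; cell ATP read after overnight thapsigargin exposure of roughly 18 to 22 hours; normalized against plate controls of thapsigargin alone and 5% DMSO vehicle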
human PMI inhibition – inhibitors of human PMI, primary screen, biochemical, fluorescence intensity, coupled assay (AID 1209); purified PMI enzyme, coupled fluorescence intensity; higher % means a stronger effect; inhibition, % at 20 µM; hits with a dose series show IC50 in µM; 0.42% of 190,000 active;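 also: plate controls were DMSO vehicle for no effect and wells lacking substrate for full effect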
Insulin prom up cell count – recorded beside Insulin prom up, whose call it bears; cell count; measured here: cytotoxicity, nuclei count;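 total cells summed across four imaged fields per well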
Numbers without * were called inactive; ? = inconclusive; nt = not tested or not shown. Rule as the data show it, unless noted: active = inhibition above about 50%; inactive = the rest.

SMILES	Salmonella PhoP GFP	Insulin prom up	Insulin prom up cell count	TNAP activation fold	West Nile virus CPE	SV40 large T antigen	RSV antiviral HEp-2	human PMI inhibitors	ER stress rescue	human PMI inhibition
CC(=O)Nc1ccccc1OCC(=O)c1cc(C)n(Cc2cccs2)c1C	4%	?	nt	1	2.7%	5%	5.0%	18%	nt	22%
O=C(Nc1nc(-c2ccco2)cs1)c1ccccc1	-12%	-0.14	1050	1.2	1.0%	?	11%	32%	-1.2%	19%
Clc1ccc(-n2nnnc2-c2cnc3ccc(Cl)cc3c2-c2ccccc2)cc1	-14%	-0.13	1047	nt	1.6%	5%	4.6%	nt	nt	nt
Cc1ccc(-n2c(-c3cccs3)nc3nc4ccccc4nc32)cc1	-1%	-0.05	1415	1	-0.3%	10%	3.2%	0%	-1.1%	9%
CC1=C(C(=O)OCC2CCCO2)C(c2ccccc2)C2=C(CCCC2=O)N1 (stereo not given)	-12%	-1.3	1353	1.2	0.1%	3%	5.4%	-4%	1.1%	-5%
CCc1nnc2n1N=C(c1ccccc1)CS2	4%	nt	nt	nt	-0.4%	8%	1.3%	nt	nt	nt
CCOC(=O)C(Cc1ccccc1)C(=O)Nc1cccc(C)c1 (stereo not given)	-6%	0.14	1576	1.2	-0.5%	-1%	0.5%	5%	-2.5%	8%
Cc1ccccc1OCC(O)Cn1c(=N)n(Cc2ccccc2)c2ccccc21 (stereo not given)	16%	?	nt	nt	-0.9%	8%	6.8%	nt	nt	nt
COc1ccc(Cn2c(C3CC3)nc3ccc(NC(=O)c4cccnc4)cc3c2=O)cc1	4%	nt	nt	nt	-0.8%	29%	-1.1%	nt	nt	nt
CCCOC1CCCN(C(=O)CCc2nnc(-c3ccc4c(c3)OCO4)o2)C1 (stereo not given)	-1%	nt	nt	nt	-0.7%	4%	2.3%	nt	nt	nt
O=C(N/N=C/c1cc(Br)c(Br)o1)c1ccc2c(c1)OCCO2	6%	0.59	1428	nt	0.9%	?	nt	nt	nt	nt
Cc1cc(N/N=C/c2cccc(Cl)c2)nc(-n2nc(C)cc2C)n1	-8%	-1.3	723	nt	-0.6%	13%	-0.5%	nt	nt	nt
COc1ccc(S(=O)(=O)NCc2ccco2)c2ccccc12	-3%	0.13	1113	1.1	2.6%	6%	-1.2%	29%	0.6%	11%
CCN1CCCc2cc(CN(CCN3CCOCC3)C(=S)Nc3cccc(OC)c3)ccc21	2%	-1.7	1057	1	-0.3%	15%	0.1%	12%	0.5%	10%
COc1cccc(/C=C/C(=O)N2CCN(S(=O)(=O)c3ccccc3)CC2)c1OC	-7%	-0.89	1004	nt	-0.3%	1%	-1.1%	nt	nt	nt
Nc1ccc(C(=O)OCc2nc3cc4ccccc4cc3[nH]2)cc1	3%	0.6	1585	1.4	0.2%	2%	24µM*	19%	-1.6%	11%
O=C(NCCc1nc(-c2ccccc2)no1)c1ccccc1	-7%	nt	nt	nt	-0.5%	5%	0.2%	nt	nt	nt
CC(c1ccccc1F)n1cc(C(=O)NCc2ccncc2)nn1 (stereo not given)	-5%	0.25	924	1	-0.3%	-1%	1.1%	-4%	-3.6%	-4%
O=C(CSc1ccc2ccccc2n1)Nc1ccc(N2CCOCC2)cc1	2%	-0.42	980	1.1	-0.1%	11%	-0.4%	8%	nt	0%
CC1=NN(c2ccc(C(=O)O)c(N)c2)C(=O)C1	1%	0.08	987	1	1.9%	21%	-0.2%	-51%	-7.5%	-51%
Cc1cc(C)c(OCC(=O)Nc2nc3ccccc3[nH]2)c(C)c1	-6%	-0.64	1489	1.3	-1.4%	14%	0.4%	5%	0.1%	-1%
O=C(O)C1=C[C@H](c2coc3ccccc3c2=O)C[C@H](OCc2ccc(CO)cc2)O1	-13%	-0.92	1382	1.1	0.3%	4%	-1.8%	-3%	-0.2%	-7%
Cn1c(SCC(=O)Nc2ccc3nc(SCC(=O)NC4CC4)sc3c2)nnc1-c1ccccc1	-11%	0.21	1557	1	-0.5%	2%	1.4%	4%	0.6%	4%
CCC1CCC/C1=N\NC(=O)c1ccoc1C (stereo not given)	2%	nt	nt	nt	0.0%	2%	-1.0%	nt	nt	nt
CC1CCN(CC(=O)NNC(=O)c2cccc(Br)c2)CC1	-1%	nt	nt	nt	0.0%	15%	-0.4%	nt	nt	nt
(next part)
SMILES	Salmonella PhoP GFP	Insulin prom up	Insulin prom up cell count	TNAP activation fold	West Nile virus CPE	SV40 large T antigen	RSV antiviral HEp-2	human PMI inhibitors	ER stress rescue	human PMI inhibition
CCOC(=O)c1c(NC(=O)C2CCCN(S(=O)(=O)c3ccc(C)cc3)C2)sc2c1CCCC2 (stereo not given)	3%	-0.04	1408	1.1	-0.5%	23%	8.9%	19%	7.6%	14%
CC1(C)CC(=O)C(C=NCCN2CCNC2=O)=C(O)C1	-3%	0.45	1165	1.1	-0.2%	8%	0.7%	-12%	-1.6%	-8%
C=CCn1c(N)cc(=O)nc1SCC(=O)Nc1ccccc1C(N)=O	3%	0.5	1457	1.1	-0.6%	9%	2.5%	-4%	0.2%	-4%
CC(C)(C)NC(=O)/C=N/O	-7%	0.73	1346	1	-0.5%	23%	0.1%	7%	2.0%	14%
CC(=O)Nc1ccc(NC(=O)c2cc(-c3cc(C)c(C)cc3O)n[nH]2)cc1	1%	nt	nt	nt	-0.2%	-7%	0.1%	nt	nt	nt
O=C1c2ccc3c4c(ccc(c24)C(=O)N1c1cccc(O)c1)C(=O)N(c1cccc(O)c1)C3=O	-6%	-0.59	911	nt	-0.1%	6%	-2.5%	nt	nt	nt
O=C(Nc1cccnc1Cl)c1ccc(Cl)c([N+](=O)[O-])c1	-3%	0.56	1082	1.1	-0.4%	-28%	2.3%	-4%	-3.1%	-3%
CCOC(=O)c1ccc(COC(=O)CCc2nc(-c3ccccc3)c(-c3ccccc3)o2)cc1	-3%	0.5	889	1.1	0.5%	12%	0.4%	-2%	0.5%	3%
OC(c1ccc(Cl)cc1Cl)C(Cc1cccnc1)n1cncn1 (stereo not given)	3%	0.57	1117	1.1	0.6%	9%	0.2%	-15%	-0.6%	-6%
CCc1cccc2c(C(=O)COC(=O)c3ccc([N+](=O)[O-])s3)c[nH]c12	?	0.49	1394	1	1.1%	-2%	18%	15%	1.9%	13%
COC(=O)C1=C(C)NC(=O)C1(NC(=O)c1cccnc1)C(F)(F)F (stereo not given)	-6%	nt	nt	1.1	nt	-1%	1.1%	-6%	-1.6%	-9%
CC(=O)Nc1cccc(NC(=O)COC(=O)C2CC3CCCC(C2)C3=O)c1 (stereo not given)	-5%	nt	nt	nt	0.9%	9%	1.8%	nt	nt	nt
CCCNC(=O)CSCc1nc(-c2ccc(SC)cc2)oc1C	4%	0.29	1262	1	-1.4%	-2%	8.5%	-17%	0.4%	-12%
O=C(O)Cc1ccc(NC(=O)Nc2cccc(Cl)c2)cc1	-5%	0.37	1501	1.1	0.0%	1%	3.1%	-1%	-1.0%	1%
O=C(O)c1cc(-c2ccc3c(c2)OCO3)nc2ccc(Cl)cc12	-2%	nt	nt	nt	-0.1%	8%	6.7%	nt	nt	nt
COc1ccc(C2NC(=O)NC(C)=C2C(=O)OCc2ccc3c(c2)OCO3)cc1OC (stereo not given)	-2%	nt	nt	1	0.3%	3%	4.5%	-13%	-1.3%	-16%
Cc1cccc(N(C)S(=O)(=O)c2c[nH]c3ccc([N+](=O)[O-])cc23)c1	-4%	nt	nt	nt	0.6%	10%	8.7%	nt	nt	nt
CCc1ccc(N(CC(=O)Nc2nc3ccc(C)cc3s2)S(=O)(=O)c2c(C)noc2C)cc1	-2%	0.19	912	0.7	3.3%	0%	-3.6%	11%	0.5%	6%
O=C(Nc1ccc(-c2csc(Nc3ccc(Cl)cc3)n2)cc1)c1cc([N+](=O)[O-])cc(C(F)(F)F)c1	-6%	-1.3	945	nt	0.1%	4%	12%	nt	nt	nt
CCCCC(=O)Nc1nnc(SCC(=O)NC2CCCC2)s1	24%	-0.13	1611	1.1	1.0%	10%	1.1%	-1%	-1.0%	3%
CCSC1=C(C#N)C(CC(C)C)C2=C(CCCC2=O)N1 (stereo not given)	-2%	0.34	1082	nt	0.1%	12%	nt	nt	nt	nt
O=C(OCC(=O)c1cccc2ccccc12)c1ccc(CO)cc1	1%	nt	nt	nt	0.3%	8%	3.2%	nt	nt	nt
CCOc1cc(CN2CCN(Cc3ccc(C)o3)C(CCO)C2)ccc1OC (stereo not given)	2%	0.1	1487	1.1	-0.7%	0%	-0.3%	6%	-1.5%	6%
C[C@H](NC(=O)C1CC(=O)N(c2ccc(F)cc2)C1)C(=O)N1CCCCC1 (stereo not given in full)	3%	nt	nt	nt	-0.2%	-3%	-0.2%	nt	nt	nt
NC(=O)c1cn(-c2ccccc2)nc1-c1cc2ccccc2oc1=O	-2%	-0.79	931	1.1	1.0%	8%	-0.4%	-1%	2.2%	-1%
The listing continues.
SMILES	Salmonella PhoP GFP	Insulin prom up	Insulin prom up cell count	TNAP activation fold	West Nile virus CPE	SV40 large T antigen	RSV antiviral HEp-2	human PMI inhibitors	ER stress rescue	human PMI inhibition
Cc1oc2ccc(OCC(N)=O)cc2c1C(=O)OC(C)C	25%	-0.78	1899	1.1	1.3%	9%	-1.6%	20%	-1.4%	12%
CCOC(=O)C[C@H]1c2ccccc2S(=O)(=O)N1Cc1cc(OC)c(OC)c(OC)c1	-3%	nt	nt	nt	-0.2%	6%	1.6%	nt	nt	nt
C=CCN(c1ccccc1)S(=O)(=O)c1cccc(C(=O)Nc2nnc(SCC)s2)c1	-6%	nt	nt	1.1	-1.1%	9%	?	-11%	19%	-6%
CC(=O)Nc1ccc(NC(=O)c2c(C)nn(-c3ccccc3)c2Cl)cc1C	-5%	1.2	1697	1.1	0.1%	6%	-1.4%	14%	1.4%	4%
COc1ccccc1NC(=O)c1ccc(C(=O)c2ccccc2)o1	-3%	0.07	1539	1.1	0.8%	8%	0.7%	0%	-1.3%	2%
O=C(NC1CCN(S(=O)(=O)c2cccc([N+](=O)[O-])c2)CC1)C1CCCCC1	-6%	nt	nt	nt	-0.2%	2%	1.9%	nt	nt	nt
CCOc1ccccc1NC(=O)CCc1nnc2ccc(N3CCC4(CC3)OCCO4)nn12	5%	nt	nt	nt	0.6%	10%	1.3%	nt	nt	nt
Cc1c(C(=O)Nc2cccc(N(C)S(C)(=O)=O)c2)cccc1[N+](=O)[O-]	6%	1.1	1414	1	-0.2%	-3%	0.7%	10%	-1.5%	19%
C=CCN=C1CC(C)(C)CC(=O)/C1=C(/O)CCC(=O)OC	-5%	nt	nt	1.1	11%	-1%	1.7%	3%	-1.1%	6%
COc1ccc(NC(=O)Cc2cccs2)c(OC)c1	-6%	0.48	1282	1.1	0.7%	3%	2.2%	16%	-2.1%	6%
COc1ccc(C(=O)c2sc(Nc3ccc(NC(C)=O)cc3)nc2C)cc1	-6%	nt	nt	nt	0.0%	12%	8.8%	nt	nt	nt

Only West Nile virus CPE (2 entries from above):
smiles | West Nile virus CPE
COc1ccc(C(=O)c2sc(Nc3ccc(NC(C)=O)cc3)nc2C)cc1 | 0.0%
C=CCN(c1ccccc1)S(=O)(=O)c1cccc(C(=O)Nc2nnc(SCC)s2)c1 | -1.1%

High-throughput results as filed in PubChem.
